High-throughput results: PubChem, several laboratories
Rpn11 block = Rpn11 (PSMD14) deubiquitinase inhibitors, primary screen, biochemical, fluorescence polarization, uHTS; human 26S proteasome, Ub4-pepOG fluorescence polarization; 20S core pre-blocked with epoxomicin; calls only at 20 µM; 0.59% of 360,000 active;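 active = inhibition at 20 µM, scaled to each plate's controls, above about 33%, limit read from the data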
MLLE-PAM2 inh = inhibitors of PABP1 MLLE–PAM2 peptide binding, primary screen, biochemical, fluorescence polarization, FITC-PAM2, GST-MLLE | 0.36% of 360,000 active | inhibition, % at 20 µM | Polyadenylate-binding protein 1 (Homo sapiens), P11940; in the data active = inhibition above about 35%, passing the limit was not always enough;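 note: plate controls were DMSO wells with GST-MLLE for no effect and wells lacking GST-MLLE protein for full effect; some results filed as inactive read as strong as hits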
Target sequence (P11940 whole entry, looked up): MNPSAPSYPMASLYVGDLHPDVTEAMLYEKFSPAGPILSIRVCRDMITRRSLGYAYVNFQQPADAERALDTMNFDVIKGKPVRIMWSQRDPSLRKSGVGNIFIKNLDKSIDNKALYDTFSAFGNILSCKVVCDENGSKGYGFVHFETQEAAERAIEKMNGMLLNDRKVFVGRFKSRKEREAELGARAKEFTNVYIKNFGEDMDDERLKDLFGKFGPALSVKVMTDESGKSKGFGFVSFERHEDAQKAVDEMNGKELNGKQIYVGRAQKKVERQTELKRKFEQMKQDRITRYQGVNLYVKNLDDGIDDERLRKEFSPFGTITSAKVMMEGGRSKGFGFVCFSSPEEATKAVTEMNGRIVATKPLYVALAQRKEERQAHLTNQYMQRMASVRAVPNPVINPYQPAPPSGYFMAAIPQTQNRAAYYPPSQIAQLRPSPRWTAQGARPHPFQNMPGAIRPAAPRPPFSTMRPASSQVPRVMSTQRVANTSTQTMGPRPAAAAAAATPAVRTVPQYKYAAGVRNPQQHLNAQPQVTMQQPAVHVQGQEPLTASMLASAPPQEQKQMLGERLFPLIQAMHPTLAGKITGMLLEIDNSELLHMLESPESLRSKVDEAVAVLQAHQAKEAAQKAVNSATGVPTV
MT1-MMP act inh = blockers of MT1-MMP proenzyme processing, primary screen, HT1080 RFP-PRO-GFP cells, GFP/RFP fluorescence | GFP/RFP ratio change, % at 20 µM | Matrix metalloproteinase-14 (Homo sapiens), P50281 | GFP/RFP ratio fluorescence, overnight; percent of plate control window, DMSO zero | 0.061% of 360,000 active;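 active = GFP/RFP ratio change of at least 30% with cell ATP level not reduced by more than half and red fluorescence within 50% of control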; note: strong numbers were not always called active
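Assay system: RFP-PRO-GFP reporter HT1080 cells; read-out basis: GFP/RFP fluorescence ratio; benchmarks: DMSO wells and RFP-L50D-GFP cells; doses: 20 µM single dose, 1% DMSO; schedule: overnight cell settling, then overnight compound exposure, 37 °C, 5% CO2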
Neddyl block = inhibitors of cullin neddylation, primary screen, biochemical, TR-FRET, uHTS, NAE and Ubc12 | NEDD8-conjugating enzyme Ubc12 (Homo sapiens) + NEDD8-activating enzyme E1 regulatory … | calls only at 25 µM | 0.58% of 360,000 active | AID 651699, 2012; in the data active = inhibition above about 36%
SKN-1 inh = suppressors of acrylamide-induced Pgst-4::GFP reporter in worms, primary screen, SKN-1 inhibitor project, whole organism, uHTS, GFP/RFP fluorescence ratio, strain VP596 | AID 624304, 2012 | C. elegans VP596 Pgst-4::GFP/RFP ratio, 24 h | inhibition, % at 21.8 µM | 0.49% of 360,000 active;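 active = interference check ratio from 0.5 to 1.5 plus GFP to RFP signal ratio inhibition reaching or exceeding a fixed threshold, cut at about 30% in these data, passing the limit was not always enough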; note: some compounds called inactive have numbers as strong as hits
CSN inh = inhibitors of CSN-mediated cullin deneddylation, primary screen, biochemical, fluorescence polarization, uHTS; COP9 signalosome complex subunit 5 (Homo sapiens), Q92905; AID 651999, 2013; Purified CSN, SCF-Nedd8-OG deneddylation; 0.38% of 360,000 active; inhibition, % at 12.5 µM;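 active = pattern-corrected inhibition above about 35%, with an unprinted fluorescence ratio check between 0.5 and 1.5, limit read from the data, passing the limit was not always enough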;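 note: 0% = enzyme with substrate and 100% = substrate without enzyme; some results filed as inactive read as strong as hits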
Target sequence (Q92905 whole entry, looked up, one chain of several): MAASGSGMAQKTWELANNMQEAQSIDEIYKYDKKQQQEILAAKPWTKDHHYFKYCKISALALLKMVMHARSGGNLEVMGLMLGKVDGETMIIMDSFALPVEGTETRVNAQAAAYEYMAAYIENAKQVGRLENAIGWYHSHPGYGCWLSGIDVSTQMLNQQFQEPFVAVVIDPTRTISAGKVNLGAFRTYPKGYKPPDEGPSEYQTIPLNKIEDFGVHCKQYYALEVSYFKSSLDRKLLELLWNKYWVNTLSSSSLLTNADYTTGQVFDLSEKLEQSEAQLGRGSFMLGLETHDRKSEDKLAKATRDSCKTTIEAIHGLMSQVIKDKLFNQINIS
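Assay system: purified human Csn5 enzyme expressed in HEK293T cells; Input: 0.24 nM Csn5 enzyme, final concentration; Reagent: 10 nM SCFSkp2-Nedd8OG; Compound dosing: 12.5 µM single point; Times: reaction 90 min, room temperature; Technique: fluorescence polarization readout.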
NadD block = inhibitors of S. aureus NadD, primary screen, biochemical, colorimetric, uHTS. purified NadD enzyme, colorimetric absorbance read-out. 0.78% of 360,000 active. Nicotinate-nucleotide adenylyltransferase NadD (Staphylococcus aureus N315). AID 602399, 2012. inhibition, % at 20 µM; in the data active = inhibition above about 26%; note: some compounds past the cut are filed as inactive
Rin1-Abl PPI inh = inhibitors of Rin1-Abl protein binding, primary screen, biochemical, TR-FRET; Tyrosine-protein kinase ABL1 (Homo sapiens) + Ras and Rab interactor 1 (Homo sapiens), …; inhibition, % at 7.35 µM; 0.4% of 360,000 active; in the data active = inhibition above about 5%, passing the limit was not always enough
FAS TE block = FAS thioesterase domain inhibitors, primary screen, biochemical, fluorescence intensity, uHTS; Fatty acid synthase (Homo sapiens), P49327; recombinant FAS-TE, OMFH fluorogenic substrate, fluorescence endpoint; inhibition, % at 15 µM; 0.67% of 360,000 active; AID 602261, 2012;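 active = compounds whose normalised, plate-corrected inhibition of enzyme fluorescence in the single-dose primary screen is 50% or more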;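 note: 0% = DMSO with enzyme and 100% = substrate without enzyme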
Starred values were filed as active, the others as inactive; i = inactive; nt = not tested or not shown.

The opening two entries, to show the layout:
Screens in order – Rpn11 block | MLLE-PAM2 inh | MT1-MMP act inh | Neddyl block | SKN-1 inh | CSN inh | NadD block | Rin1-Abl PPI inh | FAS TE block
> COc1cc(CCCN2C(=S)NC[C@H]2Cc2ccc(O)cc2)cc(OC)c1OC
 : i | -107 | -5 | i | -10 | -1 | -3 | -1 | -12
> O=C(c1cccc(NS(=O)(=O)c2cccc(C(F)(F)F)c2)c1)N1CCOCC1
 : i | 8 | -10 | i | 9 | 4 | 6 | 0 | -3

Main list, previewed entries included:
Screens in order – Rpn11 block | MLLE-PAM2 inh | MT1-MMP act inh | Neddyl block | SKN-1 inh | CSN inh | NadD block | Rin1-Abl PPI inh | FAS TE block
> COc1cc(CCCN2C(=S)NC[C@H]2Cc2ccc(O)cc2)cc(OC)c1OC
 : i | -107 | -5 | i | -10 | -1 | -3 | -1 | -12
> O=C(c1cccc(NS(=O)(=O)c2cccc(C(F)(F)F)c2)c1)N1CCOCC1
 : i | 8 | -10 | i | 9 | 4 | 6 | 0 | -3
> Cc1nc(C)c(C(=O)Nc2cccc(C)c2C)o1
 : i | 22 | -1 | i | 12 | 9 | 5 | -3 | -3
> Oc1ccc(C[C@H]2CN([C@@H](Cc3ccccc3)CN3CCCC3CN3C(=S)NC[C@@H]3Cc3ccccc3)C(=S)N2CC2CCCCC2)cc1 (some centres undefined)
 : nt | nt | -2 | i | 14 | -8 | 43* | nt | -102
> Cc1ccc(-c2c3c(nc4sc(C(N)=O)c(N)c24)CCC3)cc1
 : i | 21 | -2 | i | -30 | -1 | 6 | -1 | -2
> COc1ccc(S(=O)(=O)N2CCOCC2)cc1C(C)C
 : i | -2 | -4 | i | 3 | -2 | -2 | 4 | -3
> O=C(O)CCCCCNC(=O)C(=O)C1C(=O)Nc2ccccc21 (centres undefined)
 : i | 3 | -5 | i | -3 | -5 | -9 | -3 | -6
> O=S1(=O)c2ccccc2OC(COCc2ccccc2)CN1Cc1ccccc1 (centres undefined)
 : i | 1 | 0 | i | 9 | 2 | -3 | -5 | 23
> COc1ccccc1N1CCN(C(=O)C2CCN(C(=O)c3ccccc3Cl)CC2)CC1
 : i | 3 | 5 | i | 24 | 1 | -1 | -3 | -5
> c1ccc(-c2nnc(N3CCCC3)nc2-c2ccccc2)cc1
 : i | -3 | 5 | i | -2 | -1 | -3 | -2 | 8
> Cc1ccc(NC(=O)CCN2CC(C)OC(C)C2)cc1C (centres undefined)
 : i | 4 | 0 | i | 5 | 2 | 0 | 1 | -5
> Cc1cccc(N2CCN(C(=O)CCN3C(=O)C4C5C=CC(C5)C4C3=O)CC2C)c1 (centres undefined)
 : i | 11 | 1 | i | 6 | 4 | -4 | 0 | -7
> CCOc1ccc(S(=O)(=O)N2CCC(C(=O)NCc3ccccc3CN3CCCC3)CC2)cc1
 : i | -4 | -3 | i | -21 | 1 | -3 | -1 | -7
> CCN(CC(=O)Nc1c(F)cccc1F)C(=O)c1cc(S(=O)(=O)N(C)C)ccc1N1CCCC1
 : i | -12 | -7 | i | 1 | -3 | 7 | 0 | 0
> CC(=O)Nc1ccc(NC(=O)COC(=O)c2cc([N+](=O)[O-])ccc2N2CCOCC2)cc1
 : i | -18 | -2 | i | 7 | -7 | -2 | -5 | 18
> Cc1c(Cl)cccc1NC(=O)NCCCN1CCCC1=O
 : i | -6 | -4 | i | 13 | -3 | -4 | -3 | -1
> CCCCCCc1cc2cc(/C(N)=N/NC(=O)c3ccncc3)c(=O)oc2cc1O
 : nt | 98 | -90 | i | 10 | 54 | 61* | 2 | -71
> O=C(COC(=O)c1ccc(Cl)cc1O)NCCN1C(=O)CSC1=O
 : i | 0 | -2 | i | -4 | -6 | 0 | -2 | -3
> CC1(C)CC(=O)C(C(C2=C(O)CC(C)(C)CC2=O)c2cccc(O)c2)C(=O)C1 (centres undefined)
 : i | 16 | -4 | i | 1 | -3 | 4 | -1 | -6
> CCN(CC)c1ccc(/C=N/NC(=O)OC(C)(C)C)cc1
 : i | -3 | -3 | i | 5 | -3 | 0 | -3 | -3
> Cc1cccc(OCC(=O)NCc2ccncc2)c1C
 : i | 4 | 1 | i | 6 | 4 | 1 | 1 | -2
> O=C(CSc1ccc2nnc(CCNC(=O)c3ccccc3)n2n1)NCc1ccco1
 : i | 9 | -2 | i | 0 | -2 | -3 | 1 | -2
> COc1ccc(C(C)=O)cc1CN1C(=O)NC2(CCCC2)C1=O
 : i | -8 | -1 | i | 7 | -5 | -5 | 2 | -1
> COc1ccc(Cn2c(CCC(=O)NCc3ccco3)nc3cccnc32)cc1
 : i | -11 | -6 | i | 12 | -2 | -2 | 2 | -4
> CCN(CCNC(=O)C1CCN(c2nnc(-n3cccc3)s2)CC1)c1ccccc1
 : i | 3 | 3 | i | -5 | 5 | 5 | -3 | -2
> COc1cc(C)c(S(=O)(=O)n2c([N+](=O)[O-])cnc2C)cc1C
 : i | 6 | -3 | i | -2 | 2 | -2 | 0 | -8
> N#CC[C@H](Cc1ccccc1)N1CC[C@@H](NC(=O)OCc2ccccc2)CCC1=O
 : i | 1 | 3 | i | 4 | 4 | 1 | -2 | -5
> N#CCc1ccc(NC(=O)c2ccccc2C(=O)Nc2ccc(CC#N)cc2)cc1
 : i | -9 | 1 | i | 18 | 3 | -1 | 2 | -1
> CCCOc1ccc(F)cc1-c1cc(C(=O)Nc2cc(OC)ccc2OC)[nH]n1
 : i | 6 | -1 | nt | 12 | -7 | 4 | -2 | 3
> Cc1ccc(S(=O)(=O)NCCC(=O)N2CCOCC2)cc1C
 : i | -4 | -3 | i | 7 | -1 | 1 | 3 | -5
> CCOC(=O)Cc1csc(N/N=C\c2ccccc2OC)n1
 : i | -26 | 2 | i | 5 | 0 | -1 | 0 | 11
> CC(=O)NNC(=O)CSc1nnc(-c2ccccc2)c(-c2ccccc2)n1
 : i | -8 | 2 | i | 22 | 3 | -3 | -4 | -3
> CCCCC[C@H](C)N1C[C@H](COCc2ccccc2)Oc2cc(N3CCC[C@H]3COC)ccc2S1(=O)=O
 : nt | nt | -14 | i | 13 | -4 | -4 | nt | 25
> Cc1onc(-c2c(F)cccc2Cl)c1C(=O)O/N=C(\N)c1ccc([N+](=O)[O-])o1
 : i | 4 | 0 | i | 9 | -2 | -3 | 2 | 2
> CC(=O)NCCOc1c(C)cc(S(N)(=O)=O)cc1C
 : i | 0 | -1 | i | 6 | -2 | -7 | -2 | -3
> COCCNc1nc(C)cc(-c2cc(-c3ccc(Cl)cc3)on2)n1
 : i | -1 | 6 | i | 11 | -6 | -10 | -4 | 7
> O=C(C1CC1)N1CCN(c2nc3ccccc3s2)CC1
 : i | -4 | 4 | i | 16 | 3 | -3 | 0 | -9
> O=C(CN1CCN(C(=O)C2CCC2)CC1)Nc1ccc(F)cc1
 : i | 3 | -6 | i | 1 | 3 | 5 | 3 | -5
> CCCC(C(=O)Nc1ccc(C)c(S(=O)(=O)N2CCOCC2)c1)c1ccccc1 (centres undefined)
 : i | 9 | 2 | i | -2 | 0 | -6 | 2 | 14
> O=C(CSc1ccc(-c2ccccc2)nn1)c1ccccc1
 : i | 18 | -4 | i | -2 | 0 | -4 | -2 | 15
> CN(C1=NS(=O)(=O)c2ccccc21)c1ccc(OC(=O)c2ccccc2F)cc1
 : i | -3 | -2 | i | 7 | 0 | -4 | 1 | -5
> O=C(NCc1ccc(F)cc1)N1[C@H]2CC[C@@H]1C=C(c1ccc(F)cc1OCc1ccccc1)C2
 : i | 0 | -3 | i | 11 | 2 | 2 | -2 | 5
> COc1cc(/C=C/C(=O)Nc2cccc(S(=O)(=O)NC3=NCCCCC3)c2)ccc1OCC#N
 : i | -16 | nt | i | 8 | 5 | 5 | -7 | 3
> Cc1ccccc1NC(=O)Oc1cccc(OC(=O)c2ccccc2)c1
 : i | -2 | -1 | i | 8 | -1 | -6 | 2 | 1
> Cc1ccc(C(N)=Nc2ccccc2)cc1
 : i | 18 | -2 | i | 5 | -4 | 0 | 2 | -1
> O=C(c1ccccc1)N1CCN(C(=O)N2CCCCC2)CC1
 : i | -6 | 0 | i | 1 | 1 | 2 | 2 | -8
> Brc1ccc(N=NNc2ccccc2)cc1
 : i | -8 | 0 | i | -3 | 4 | -3 | 5.8* | 20
> Cc1cccc(N2CCN(CC(O)COc3ccccc3)CC2)c1 (centres undefined)
 : i | 9 | 2 | i | -4 | -3 | -2 | 2 | -8
> Cc1cc2c(=O)n(NC(N)=O)c(C)nc2s1
 : i | -2 | -2 | i | -23 | 3 | -4 | 0 | -6
> Cc1nn(CC(=O)NC2C(=O)N3C(C(=O)O)=C(CSc4nnnn4C)CSC23)cc1Br (centres undefined)
 : i | 4 | -4 | i | 3 | -1 | -4 | 6 | -8

Two consecutive records already listed:
Screens in order – Rpn11 block | MLLE-PAM2 inh | MT1-MMP act inh | Neddyl block | SKN-1 inh | CSN inh | NadD block | Rin1-Abl PPI inh | FAS TE block
> Cc1ccccc1NC(=O)Oc1cccc(OC(=O)c2ccccc2)c1
 : i | -2 | -1 | i | 8 | -1 | -6 | 2 | 1
> Cc1ccc(C(N)=Nc2ccccc2)cc1
 : i | 18 | -2 | i | 5 | -4 | 0 | 2 | -1

Next section
Screens in order – Rpn11 block | MLLE-PAM2 inh | MT1-MMP act inh | Neddyl block | SKN-1 inh | CSN inh | NadD block | Rin1-Abl PPI inh | FAS TE block
> COc1cc(/C=C/C(=O)O)cc(S(=O)(=O)NCc2ccc3c(c2)OCO3)c1OC
 : i | -9 | 9 | i | -10 | -10 | 0 | 2 | -3
> O=C(NCCSc1ccccc1)c1ccc(CN2CCOCC2)cc1
 : i | -6 | 1 | i | 8 | -2 | -1 | -2 | -5
> Cn1ncc(Cl)c(Oc2ccc(Cl)cc2)c1=O
 : i | -23 | 3 | i | -7 | -2 | 3 | -9 | -14
> CCOc1ccc(Cl)cc1S(=O)(=O)n1cnc2cc(C)c(C)cc21
 : i | 0 | 0 | i | 2 | 4 | 0 | 0 | 34
> Cc1nn(-c2ccc([N+](=O)[O-])cc2)c2c1C(c1cccc(Br)c1)N1C(=N2)C(=O)Nc2ccccc21 (centres undefined)
 : i | -2 | -36 | i | 2 | -2 | 31* | 0 | 70*
> CC1CCN(C(=O)Cn2c(=O)n(CCc3ccccc3)c(=O)c3ccccc32)CC1
 : i | -8 | 5 | i | -5 | -2 | -2 | -1 | 6
> COc1ccc(C2Nc3cccc(O)c3C(=O)N2Cc2ccccc2)cc1COc1ccc(NC(C)=O)cc1 (centres undefined)
 : i | 5 | -7 | i | 2 | 1 | 6 | 1 | 29
> CCCc1ccc(C(C)NC(=S)NCc2ccc(F)cc2)cc1 (centres undefined)
 : i | -74 | 0 | i | -5 | -2 | -6 | 2 | 29
